E coli Lon inh – E. coli protease La inhibition; P0A9M0; purified E. coli Lon protease, fluorescence polarization; inhibition, % at 7.94 µM; 360,000 tested, 0.42% active; AID 602123; in the data active means inhibition above about 13%, passing the limit was not always enough;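 further: 0% = enzyme with probe and DMSO and 100% = no enzyme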
Tb MetRS inh – Trypanosoma brucei MetRS inhibition; purified T. brucei MetRS, ATP depletion, Kinase-Glo luminescence; inhibition, % at 11.9 µM; 360,000 tested, 0.4% active; AID 624268;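 active means inhibition above a per-plate cutoff of the control wells' mean inhibition plus 3 SD, cut at about 5.5% in these data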;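 further: 0% = DMSO wells median and 100% = median of wells with control inhibitor compound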
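Material: parasite MetRS enzyme / Replication: singlicate, one well per compound / Signal: luminescence of leftover ATP / Schedule: 2 h aminoacylation at 25 °C after 15 min preincubation / Medium: HEPES-MgCl2-KCl buffer plus DTT, spermine, BSA, pyrophosphatase / Doses: 11.9 µM single point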
bovine MsrA act – activators of bovine methionine sulfoxide reductase A; purified bovine MsrA, absorbance read-out; activation, % at 10.6 µM; 360,000 tested, 0.3% active; AID 602163; in the data active means activation above about 7.5%;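 further: 0% = vehicle and 100% = reference activator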
MsrA inhibitor – bovine MsrA inhibition; 360,000 tested, 0.75% active; AID 651718; purified bovine MsrA, absorbance read-out; inhibition, % at 15.5 µM; in the data active means inhibition above about 4.5%;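 further: 0% = vehicle wells with enzyme and 100% = reference inhibitor wells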
Rin1 Abl inh – blocks binding of human Rin1 to Abl; TR-FRET Rin1/Abl binding, biochemical; 360,000 tested, 0.4% active; inhibition, % at 7.35 µM; in the data active means inhibition above about 5%, passing the limit was not always enough
CSN inh – CSN deneddylation inhibition; inhibition, % at 12.5 µM; Purified CSN, SCF-Nedd8-OG deneddylation, fluorescence polarization; Q92905; 360,000 tested, 0.38% active;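 active means pattern-corrected inhibition above about 35%, with an unprinted fluorescence ratio check between 0.5 and 1.5, limit read from the data, passing the limit was not always enough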;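 further: 0% = enzyme with substrate and 100% = substrate without enzyme; some results filed as inactive read as strong as hits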
Target sequence (Q92905 whole entry, looked up, one chain of several): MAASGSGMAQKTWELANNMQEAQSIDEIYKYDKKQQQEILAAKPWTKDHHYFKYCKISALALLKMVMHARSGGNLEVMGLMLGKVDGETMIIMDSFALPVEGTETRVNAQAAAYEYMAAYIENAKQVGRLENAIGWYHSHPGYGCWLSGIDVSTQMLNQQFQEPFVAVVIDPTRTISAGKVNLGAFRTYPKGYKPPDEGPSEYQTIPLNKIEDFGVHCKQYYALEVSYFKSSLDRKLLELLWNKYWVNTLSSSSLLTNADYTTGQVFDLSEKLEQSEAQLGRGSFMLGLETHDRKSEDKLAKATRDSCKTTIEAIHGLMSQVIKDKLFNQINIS
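Material: human Csn5 produced in HEK293T cells; Input: enzyme 0.24 nM; Reagent: SCFSkp2-Nedd8OG substrate at 10 nM final; Dosing: 12.5 µM compound; Incubation: 90 min reaction at room temperature; Detection: fluorescence polarization of the substrate; Evaluation: % inhibition of substrate cleavage by Csn5; Control set: substrate-only high control, full reaction low control.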
Neddylation inh – blocks human cullin neddylation; 360,000 tested, 0.58% active; AID 651699; calls only at 25 µM; TR-FRET cullin neddylation, biochemical; P61081+Q13564; in the data active means inhibition above about 36%
Target sequence (P61081 whole entry, looked up): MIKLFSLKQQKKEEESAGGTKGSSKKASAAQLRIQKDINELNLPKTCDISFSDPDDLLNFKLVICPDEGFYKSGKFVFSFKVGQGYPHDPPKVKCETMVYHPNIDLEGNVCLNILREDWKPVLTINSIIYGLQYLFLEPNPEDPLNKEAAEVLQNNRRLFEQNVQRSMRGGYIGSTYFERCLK
Target sequence (Q13564 whole entry, looked up): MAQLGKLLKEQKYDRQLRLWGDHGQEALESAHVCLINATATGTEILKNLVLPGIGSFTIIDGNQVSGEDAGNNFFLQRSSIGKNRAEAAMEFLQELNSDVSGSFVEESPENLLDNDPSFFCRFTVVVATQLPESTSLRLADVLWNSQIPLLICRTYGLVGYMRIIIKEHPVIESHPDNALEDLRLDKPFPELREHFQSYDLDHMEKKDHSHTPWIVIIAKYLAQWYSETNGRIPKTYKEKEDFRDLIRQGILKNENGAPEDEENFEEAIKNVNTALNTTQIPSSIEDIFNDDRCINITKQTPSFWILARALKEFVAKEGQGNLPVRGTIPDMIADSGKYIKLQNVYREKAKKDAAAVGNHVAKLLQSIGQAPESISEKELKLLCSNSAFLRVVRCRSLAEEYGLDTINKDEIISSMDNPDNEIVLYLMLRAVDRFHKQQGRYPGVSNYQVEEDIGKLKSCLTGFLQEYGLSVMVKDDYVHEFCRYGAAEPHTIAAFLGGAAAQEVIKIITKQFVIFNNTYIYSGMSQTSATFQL
FAS-TE inh – FAS thioesterase (human) inhibition; recombinant FAS-TE, OMFH fluorogenic substrate, fluorescence endpoint; inhibition, % at 15 µM; 360,000 tested, 0.67% active; AID 602261;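 active means compounds whose normalised, plate-corrected inhibition of enzyme fluorescence in the single-dose primary screen is 50% or more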;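 further: 0% = DMSO with enzyme and 100% = substrate without enzyme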
PABP1 MLLE inh – inhibitors of microRNA-mediated deadenylation, human PABP1 MLLE binding; inhibition, % at 20 µM; AID 588489; GST-MLLE / FITC-PAM2 fluorescence polarization; 360,000 tested, 0.36% active; P11940; in the data active means inhibition above about 35%, passing the limit was not always enough;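 further: plate controls were DMSO wells with GST-MLLE for no effect and wells lacking GST-MLLE protein for full effect; some results filed as inactive read as strong as hits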
The depositor's hits bear a star. Compounds were not picked by outcome; any-hit rate near 4%.

Screening CN1CCC(=NNC(=O)CSc2ccc(Cl)cc2)CC1 returned E coli Lon inh -5, Tb MetRS inh 1.3, bovine MsrA act -1, MsrA inhibitor -0.7, Rin1 Abl inh 4, CSN inh -9, Neddylation inh inactive, FAS-TE inh -7 and PABP1 MLLE inh 12.
Screening Cc1ccc(SCCN2CCC(C)CCC2=O)cc1 (stereo not drawn) returned E coli Lon inh -9, Tb MetRS inh -0.2, bovine MsrA act 2, MsrA inhibitor 1.3, Rin1 Abl inh 3, CSN inh -8, Neddylation inh inactive, FAS-TE inh 5 and PABP1 MLLE inh -1.
Screening CC[C@H](C)C(C(=O)N1CCN(C(=O)OC(C)(C)C)CC1)n1cc(C(CO)NC(=O)OC(C)(C)C)nn1 (stereo partly drawn) returned E coli Lon inh 10, Tb MetRS inh 0.3, bovine MsrA act -1, MsrA inhibitor -0.4, Rin1 Abl inh 2, CSN inh -2, Neddylation inh inactive, FAS-TE inh -7 and PABP1 MLLE inh 1.
NC(c1csc(Nc2cnccn2)n1)C1CCCCC1 (stereo not drawn) was read as E coli Lon inh 4, Tb MetRS inh 0.3, bovine MsrA act -8, MsrA inhibitor -0.1, Rin1 Abl inh -5, CSN inh 4, Neddylation inh inactive, FAS-TE inh -4 and PABP1 MLLE inh -12.
For CN1CC(=O)N/C1=N\C(=O)Nc1ccc(O)cc1 the results were E coli Lon inh -8, Tb MetRS inh -0.6, bovine MsrA act 0, MsrA inhibitor 0.3, Rin1 Abl inh 3, CSN inh 0, Neddylation inh inactive, FAS-TE inh -1 and PABP1 MLLE inh -1.
Screening Cc1cccc(-c2nc3cc([N+](=O)[O-])ccc3o2)c1 returned E coli Lon inh 6, Tb MetRS inh -0.2, bovine MsrA act -2, MsrA inhibitor 0.1, Rin1 Abl inh 2, CSN inh -10, Neddylation inh inactive, FAS-TE inh 2 and PABP1 MLLE inh 5.
`C/C(=N\N=C(N)N)c1ccc(Cl)cc1Cl` gave E coli Lon inh 6, Tb MetRS inh 4.5, bovine MsrA act -2, MsrA inhibitor 0.3, Rin1 Abl inh 1, CSN inh -3, Neddylation inh inactive, FAS-TE inh -5 and PABP1 MLLE inh 16.
For CCCn1c(N)c(N(CCOC)C(=O)c2ccc(-c3ccc(Cl)cc3)o2)c(=O)[nH]c1=O the results were E coli Lon inh -20, Tb MetRS inh -0.2, bovine MsrA act -1, MsrA inhibitor 2.3, Rin1 Abl inh -1, CSN inh 6, Neddylation inh inactive, FAS-TE inh 4 and PABP1 MLLE inh -4.
`COc1ccccc1N1CCN(C(c2ccc(Cl)cc2)c2nnnn2C(C)(C)C)CC1` (stereo not drawn) gave E coli Lon inh 0, Tb MetRS inh -1.4, bovine MsrA act -10, MsrA inhibitor 1.1, Rin1 Abl inh 4, CSN inh -2, Neddylation inh inactive, FAS-TE inh 27 and PABP1 MLLE inh -3.
For CC(=O)OC1CC(n2ccc(NC(=O)c3ccccc3)nc2=O)OC1CO (stereo not drawn) the results were E coli Lon inh -7, Tb MetRS inh -0.6, bovine MsrA act -3, MsrA inhibitor 0.8, Rin1 Abl inh 4, CSN inh 0, Neddylation inh inactive, FAS-TE inh -4 and PABP1 MLLE inh 8.
For CC(C)(CN1CCN(Cc2ccccc2)CC1)NS(=O)(=O)c1ccc(Cl)cc1 the results were E coli Lon inh -9, Tb MetRS inh -0.2, bovine MsrA act 0, MsrA inhibitor -0.4, Rin1 Abl inh -3, CSN inh 2, Neddylation inh inactive, FAS-TE inh 7 and PABP1 MLLE inh 3.
For COCC(=O)Nc1nc2n(n1)C(c1ccccc1Cl)CC(c1ccc(OC)cc1)N2 (stereo not drawn) the results were E coli Lon inh -8, Tb MetRS inh 0.1, bovine MsrA act -3, MsrA inhibitor -0.9, Rin1 Abl inh 0, CSN inh 2, FAS-TE inh -4 and PABP1 MLLE inh 10.
Screening CC(C)CCNC(=O)C1C2C=CC3(CN(Cc4ccccc4Cl)C(=O)C13)O2 (stereo not drawn) returned E coli Lon inh 3, Tb MetRS inh -1.1, bovine MsrA act 0, MsrA inhibitor 0.5, Rin1 Abl inh 1, CSN inh 0, Neddylation inh inactive, FAS-TE inh 0 and PABP1 MLLE inh 0.
Screening CC1CCCN(C(=O)c2cc(S(=O)(=O)N3CCCCC3)c[nH]2)C1 (stereo not drawn) returned E coli Lon inh -9, Tb MetRS inh -0.5, bovine MsrA act 0, MsrA inhibitor 1.2, Rin1 Abl inh 2, CSN inh 4, Neddylation inh inactive, FAS-TE inh -5 and PABP1 MLLE inh 8.
Cn1cc(P(=S)(N2CCOCC2)N2CCOCC2)cc1P(=S)(N1CCOCC1)N1CCOCC1 was read as E coli Lon inh 2, Tb MetRS inh -0.4, bovine MsrA act -11, MsrA inhibitor 0.5, Rin1 Abl inh 1, CSN inh 4, Neddylation inh inactive, FAS-TE inh -9 and PABP1 MLLE inh 8.
`CC(=O)C1=C(C)NC2=C(C(=O)c3ccccc32)C1c1ccccc1` (stereo not drawn) gave E coli Lon inh 0, Tb MetRS inh -0.2, bovine MsrA act -5, MsrA inhibitor -0.3, Rin1 Abl inh -3, CSN inh 4, Neddylation inh inactive, FAS-TE inh 3 and PABP1 MLLE inh -17.
Screening Cc1cc(C(=O)Nn2cnnc2)ccc1[N+](=O)[O-] returned E coli Lon inh -4, Tb MetRS inh -0.4, bovine MsrA act -1, MsrA inhibitor -0.8, Rin1 Abl inh -3, CSN inh 0, Neddylation inh inactive, FAS-TE inh -2 and PABP1 MLLE inh 4.
COC(CN1C(=O)C(=O)/C(=C(/O)c2ccccc2)C1c1ccccn1)OC (stereo not drawn) was read as E coli Lon inh 6, Tb MetRS inh -0.4, bovine MsrA act -6, MsrA inhibitor 3.0, Rin1 Abl inh -3, CSN inh 6, Neddylation inh inactive, FAS-TE inh -11 and PABP1 MLLE inh 7.
CCC1(c2ccc(F)cc2)NC(=O)N(CC(=O)N2CCN(S(=O)(=O)c3ccc(C)cc3)CC2)C1=O (stereo not drawn) was read as E coli Lon inh -6, Tb MetRS inh -0.3, bovine MsrA act -1, MsrA inhibitor -0.9, Rin1 Abl inh 2, CSN inh -1, Neddylation inh inactive, FAS-TE inh 4 and PABP1 MLLE inh -14.
For COc1ccccc1N1CCN(c2nc3c(C)cccn3c(=O)c2C=O)CC1 the results were E coli Lon inh 0, Tb MetRS inh 0.2, bovine MsrA act -2, MsrA inhibitor 0.5, Rin1 Abl inh 1, CSN inh 6, Neddylation inh inactive, FAS-TE inh 9 and PABP1 MLLE inh 0.
O=c1cc(CO)oc(C(Nc2cccc(C(F)(F)F)c2)c2ccccn2)c1O (stereo not drawn) was read as E coli Lon inh 7, Tb MetRS inh -0.3, bovine MsrA act -2, MsrA inhibitor -0.1, Rin1 Abl inh 3, CSN inh -1, Neddylation inh inactive, FAS-TE inh 9 and PABP1 MLLE inh 38.
`COc1ccccc1Oc1ccc(NC(=O)c2ccccc2C)cc1` gave E coli Lon inh -1, Tb MetRS inh -0.8, bovine MsrA act -3, MsrA inhibitor 0.1, Rin1 Abl inh -4, CSN inh -4, Neddylation inh inactive, FAS-TE inh 12 and PABP1 MLLE inh -6.
For O=[N+]([O-])c1ccc(-c2n(-c3ccccn3)c3ccccc3[n+]2-c2ccccn2)cc1 the results were E coli Lon inh -1, Tb MetRS inh 0.0, bovine MsrA act -3, MsrA inhibitor -0.1, Rin1 Abl inh -5, CSN inh -1, Neddylation inh inactive, FAS-TE inh 9 and PABP1 MLLE inh 3.
CC(=O)NC(CC(=O)N1CCN(C(C)=O)CC1)c1ccccc1 (stereo not drawn) was read as E coli Lon inh 6, Tb MetRS inh -0.5, bovine MsrA act -5, MsrA inhibitor 0.5, Rin1 Abl inh 4, CSN inh 2, Neddylation inh inactive, FAS-TE inh -7 and PABP1 MLLE inh -7.
Screening CC1(C)CC2(CCO1)OC(=O)CC2C(=O)NCCc1ccccc1 (stereo not drawn) returned E coli Lon inh 9, Tb MetRS inh 0.2, bovine MsrA act 0, MsrA inhibitor 0.1, Rin1 Abl inh -3, CSN inh -1, Neddylation inh inactive, FAS-TE inh -8 and PABP1 MLLE inh 0.
Cc1ccc(S(=O)(=O)N2CCC(C(=O)Nc3ccc(S(=O)(=O)N4CCOCC4)cc3)CC2)cc1 was read as E coli Lon inh -13, Tb MetRS inh -0.1, bovine MsrA act 6, MsrA inhibitor -0.2, Rin1 Abl inh 2, CSN inh -4, Neddylation inh inactive, FAS-TE inh 14 and PABP1 MLLE inh 27.
Screening Cc1ccc(-c2cnc(NCc3cc4c(cc3[N+](=O)[O-])OCO4)n2C)cc1C returned E coli Lon inh 5, Tb MetRS inh -0.9, bovine MsrA act -3, MsrA inhibitor 0.9, Rin1 Abl inh -1, CSN inh 4, Neddylation inh inactive, FAS-TE inh 8 and PABP1 MLLE inh 4.
`CN(C(=O)COC(=O)C1CCN(S(=O)(=O)c2cccs2)CC1)C1CCS(=O)(=O)C1` (stereo not drawn) gave E coli Lon inh -9, Tb MetRS inh 0.4, bovine MsrA act -1, MsrA inhibitor 1.1, Rin1 Abl inh -3, CSN inh -4, Neddylation inh inactive, FAS-TE inh -6 and PABP1 MLLE inh -7.
Screening Cc1cc(-c2csc(NC(=O)c3cc4ccccc4o3)n2)c(C)n1C returned E coli Lon inh -22, Tb MetRS inh -0.9, bovine MsrA act -5, MsrA inhibitor 2.0, Rin1 Abl inh -2, CSN inh 10, Neddylation inh inactive, FAS-TE inh -6 and PABP1 MLLE inh -19.
CSc1ccc(CN2CCC2(C)C(=O)NC2CCN(Cc3ccccc3)CC2)cc1 (stereo not drawn) was read as E coli Lon inh -14, Tb MetRS inh -0.2, bovine MsrA act -2, MsrA inhibitor 0.3, Rin1 Abl inh 2, CSN inh -3, Neddylation inh inactive, FAS-TE inh 1 and PABP1 MLLE inh -1.
Cc1csc(SCC(=O)c2c(N)n(C)c(=O)n(C)c2=O)n1 was read as E coli Lon inh -11, Tb MetRS inh -0.2, bovine MsrA act 9.7*, MsrA inhibitor -0.1, Rin1 Abl inh -2, CSN inh 0, Neddylation inh inactive, FAS-TE inh -3 and PABP1 MLLE inh 2.
`N#CC1=C(N)Oc2cc(O)ccc2C1c1cccnc1` (stereo not drawn) gave E coli Lon inh -16, Tb MetRS inh -0.1, bovine MsrA act -3, MsrA inhibitor 0.1, Rin1 Abl inh 4, CSN inh 6, Neddylation inh inactive, FAS-TE inh -13 and PABP1 MLLE inh -6.
`Nc1c(C(=O)CSc2nnc(N3CCOCC3)n2-c2cccc(F)c2)c(=O)[nH]c(=O)n1C1CC1` gave E coli Lon inh 6, Tb MetRS inh -0.5, bovine MsrA act -3, MsrA inhibitor -0.5, Rin1 Abl inh 1, CSN inh 7, Neddylation inh inactive, FAS-TE inh -6 and PABP1 MLLE inh -35.
`O=C(/C=C/c1ccco1)NC1=NCCS1` gave E coli Lon inh 1, Tb MetRS inh -0.1, bovine MsrA act -10, MsrA inhibitor 1.1, Rin1 Abl inh -4, CSN inh -2, Neddylation inh inactive, FAS-TE inh -12 and PABP1 MLLE inh 35.
For CCOc1ccc(C(=O)CN2C(=O)NC3(CCCCCC3)C2=O)cc1 the results were E coli Lon inh 4, Tb MetRS inh -0.4, bovine MsrA act -5, MsrA inhibitor -0.7, Rin1 Abl inh 3, CSN inh 1, Neddylation inh inactive, FAS-TE inh 0 and PABP1 MLLE inh 1.
